TRPM1 prom inh: reduces MITF-dependent TRPM1 promoter luciferase signal; AID 488899; inhibition, % at 12.5 µM; SK-MEL-5 TRPM1 promoter luciferase, 24 h; hit rate 0.83% among 330,000;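 active = mean inhibition across replicates of 60% or more, whatever share of single replicates reaches that level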; also: values of inactives mirror those of a sister screen read the other way
TWEAK-Fn14 inh: inhibitors of TWEAK-Fn14 interaction signaling; TWEAK-stimulated Fn14 reporter cells, luciferase luminescence, 8 h; inhibition, % at 10 µM; hit rate 2% among 360,000; AID 1159606; in the data active = inhibition above about 50%
HIF-2a block: HIF-2a inhibition. 786-0 RCC cells HIF-2a reporter, luciferase luminescence, overnight. inhibition, % at 18.8 µM. hit rate 0.72% among 360,000;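 active = inhibition of the luminescence signal of 40% or more relative to plate controls, in a single-dose primary screen at 18.75 µM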
C8 TRAIL sens: sensitizes caspase-8 expressing cells to TRAIL; AID 624354; NB7+C8 cells + TRAIL, ATPlite viability luminescence; inhibition (viability loss, TRAIL sensitization), % at 10 µM; hit rate 1% among 360,000;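 active = compounds causing at least 50% loss of cell viability in the single-dose screen, relative to plate controls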
KKLEB tox: CF airway cell cytotoxicity counter-screen. hit rate 0.36% among 360,000. AID 602141. KKLEB CF airway cells viability, ATPlite luminescence, overnight; stronger effect = lower value; cells stimulated with P. aeruginosa culture filtrate. activity change (cytotoxicity), % at 5 µM;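 active = corrected activity change at or below -50% at 5 µM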
Shn3 3UTR inh: Schnurri-3 reporter inhibition in Clone20 osteoblasts. Clone20 osteoblast Shn3 3'UTR firefly luciferase, 24 h. hit rate 0.52% among 360,000. AID 588674. inhibition, % at 12.5 µM;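 active = mean inhibition of at least 75% with every replicate also reaching 75%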;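 also: 0% = median of neutral control wells and 100% = pilot-screen positive control compound; some compounds past the cut are filed as inactive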
CF NFkB inh: inhibitors of cystic fibrosis induced NF-kB; hit rate 0.86% among 360,000; KKLEB NF-kB-GFP reporter, PAF-induced, GFP fluorescence overnight; AID 588850; inhibition, % at 5 µM;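 active = at least 50% inhibition at 5 µM, scaled per plate between neutral and stimulator controls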;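 also: PAF is a Pseudomonas aeruginosa culture filtrate used as stimulus; plate controls were PAF-stimulated DMSO wells for no effect and unstimulated DMSO wells for full effect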
TROY signal inh: TROY signaling inhibition. Q293 LMP1-TROYcd NF-kB luciferase reporter, 4 h. inhibition, % at 10 µM. hit rate 0.98% among 360,000;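 active = compounds whose plate-normalised and pattern-corrected inhibition of the luciferase reporter signal at the single screening dose is 50% or more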
Peg3 prom inh: reduces Peg3 promoter-driven luciferase expression in HeLa | AID 588405 | hit rate 1.7% among 360,000 | inhibition, % at 20 µM | HeLa PEG-Prom luciferase reporter, luminescence, overnight;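 active = inhibition of at least 50% at 20 µM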
NR2E3 ag-1: agonists of human nuclear receptor NR2E3; GST-NR2E3/biotin-RetCOR TR-FRET, 1536-well; Q9Y5X4; hit rate 0.12% among 320,000; AID 2300; inhibition of corepressor binding, % at 4.78 µM;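 active = percent inhibition above the cutoff of mean plus 3 SD of all tested compounds, set per screening campaign, cut at about 20% in these data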;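 also: 0% = DMSO wells and 100% = biotin wells as full block of FRET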
Target sequence (Q9Y5X4 whole entry, looked up): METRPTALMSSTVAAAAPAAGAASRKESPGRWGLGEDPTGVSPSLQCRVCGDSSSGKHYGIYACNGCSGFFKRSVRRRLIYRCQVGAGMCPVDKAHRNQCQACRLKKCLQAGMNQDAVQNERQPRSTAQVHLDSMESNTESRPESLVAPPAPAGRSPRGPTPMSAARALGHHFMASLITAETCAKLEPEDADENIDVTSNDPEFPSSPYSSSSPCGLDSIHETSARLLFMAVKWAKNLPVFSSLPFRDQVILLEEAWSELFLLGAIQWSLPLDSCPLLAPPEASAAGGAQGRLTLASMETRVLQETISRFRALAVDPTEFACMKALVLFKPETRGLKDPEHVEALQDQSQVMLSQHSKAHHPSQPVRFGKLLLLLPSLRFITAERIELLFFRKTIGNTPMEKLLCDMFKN
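System: GST-NR2E3 and biotin-RetCOR proteins; probe or stimulus: 7 nM biotin-RetCOR; doses: compound at 4.8 µM, single dose; schedule: Compound–protein incubation for 5 h at 4 °C; detection: time-resolved FRET; read-out: percent inhibition; controls: biotin wells as high control, 0.6% DMSO wells as low control; format: 1536-well plates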
NR2E3 ag-2: activates human NR2E3 receptor. CHO-S Gal4-NCOR/VP16-NR2E3 two-hybrid, luciferase. inhibition of corepressor binding, % at 3.98 µM. hit rate 0.35% among 360,000. AID 602229;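 active = inhibition above the mean of all tested compounds plus 3 SD, cut at about 70% in these data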;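 also: 0% = DMSO with NR2E3 transfected cells and 100% = cells lacking NR2E3 construct; higher means lower luciferase signal from less NR2E3 corepressor binding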
Numbers without * were called inactive; nt = no result given. This is a subset; count on the stated rates, not on these rows.

SMILES	TRPM1 prom inh	TWEAK-Fn14 inh	HIF-2a block	C8 TRAIL sens	KKLEB tox	Shn3 3UTR inh	CF NFkB inh	TROY signal inh	Peg3 prom inh	NR2E3 ag-1	NR2E3 ag-2
Cc1ccc(-c2nc3c(=O)n(C)c4ccccc4c3o2)cc1	-26	-24	-77	20	-9	8	-73	-62	-59	5	-26
CCC(C)NC(=O)CCc1c(C)nc2nc(-c3cc(OC)cc(OC)c3)nn2c1C (configuration not stated)	1	-7	24	-4	-5	13	-6	-5	4	-1	-20
COc1ccc(/C=C2\SC(=O)N(CCC(=O)NCCCn3ccnc3)C2=O)cc1	-59	-20	-210	15	8	-5	-14	-55	-226	0	-2
Cc1ccc2nc(C)c(C(=O)N/N=C/c3ccc(C(=O)O)cc3)cc2c1	2	2	16	5	28	8	-9	-4	15	-1	6
COc1ccc(S(=O)(=O)NCc2ccccn2)cc1OC	7	-9	8	-2	4	-17	-11	5	0	2	-24
CCn1nc(NC(=O)c2ccco2)c2cc3cc(C)ccc3nc21	-8	8	-104	-3	-4	-11	8	-2	-16	-5	4
COc1cccc(NC(=S)N2CCCC2)c1	-7	12	-15	3	-6	1	13	-9	-22	1	-23
COc1cc(OC)c(C2=NOC(C(=O)NCCc3ccccc3)C2)cc1Cl (configuration not stated)	-3	-6	3	-2	3	3	1	20	5	3	-6
O=C1CCC(/C=C/c2ccccc2)=NN1Cc1ccc(Cl)c(Cl)c1	-6	12	27	-2	-4	-2	11	5	20	1	-43
O=C(NS(=O)(=O)Oc1ccc(F)cc1F)OC[C@@H]1CCCN2CCCCC12 (some centres not stated)	5	13	7	-6	20	-12	-6	-2	-6	4	-19
Cc1cnc([N+](=O)[O-])n1CCOC(=O)NC(=O)c1ccc(C(F)(F)F)cc1	-6	0	12	-10	-1	7	-6	-20	16	-1	-5
CCC(ONc1ccccc1C(F)(F)F)(C(=O)NN(C)C)c1ccccc1 (configuration not stated)	-8	-12	12	6	3	4	-13	-9	7	3	11
O=C(Nc1ccn(Cc2c(F)c(F)cc(F)c2F)n1)c1cccc(Cn2cc([N+](=O)[O-])cn2)c1	5	3	18	1	-4	-16	-12	17	17	2	2
O=C(COC(=O)C1COc2ccccc2O1)NC(=O)Nc1ccc2c(c1)OCCO2 (configuration not stated)	-3	27	-85	-12	-4	30	-2	10	-93	-2	-3
COc1ccc(CC(=O)OCC(=O)N2CCN(S(=O)(=O)c3ccc(C)cc3C)CC2)cc1OC	1	10	9	12	-10	11	13	7	5	nt	4
CCn1cc(C(=O)OCC(=O)c2cc(C)n(-c3ccc(OC(F)F)cc3)c2C)c(=O)c2ccc(C)nc21	8	-2	21	3	3	-2	1	-6	4	1	-6
O=C(NC1CCCC1)C(c1ccncc1)N(C(=O)Cc1cccs1)c1ccccc1 (configuration not stated)	-76	-1	14	-3	5	-4	3	-3	4	6	-23
O=C1NC[C@@H](CCCCN2CCN(CCc3ccccc3)C(=O)C2=O)N(CC2CCCCC2)C1=O	nt	-17	10	11	nt	nt	nt	-9	nt	nt	-3
COC(=O)c1cc(=O)nc(NN=Cc2ccco2)s1	nt	10	8	3	-5	3	-3	0	10	nt	-2
Cn1c(=O)c2cc(NC(=S)NC3CC3)ccc2n1Cc1ccc(F)cc1	nt	-3	-1	-12	-10	7	-15	-7	1	nt	18
C=CCN(C(=O)CNC(=O)c1ccco1)C(C(=O)NC1CCCCC1)c1ccccc1F (configuration not stated)	6	8	9	-16	-2	-15	5	2	5	-2	-2
CCOc1cc(C2Nc3ccccc3C(=O)N2c2ccccc2)c(Br)cc1OCC(=O)O (configuration not stated)	-7	-1	-45	2	-11	-50	10	-15	-39	3	-11
O=C(Nc1ccc2c(c1)C(=O)OC2)c1ccccc1Cl	-40	-24	-84	-11	5	-16	-2	-4	-37	8	-79
Cc1nc(N2CCOCC2)sc1C=O	-12	3	9	-4	13	-17	12	28	10	1	-26
Cc1ccc(S(=O)(=O)CCC(=O)OCC(=O)N2CCc3ccccc32)cc1	-8	-9	6	-3	-5	-10	11	5	17	1	-8
COc1ccc(/C=N/OCC(=O)N(Cc2ccccc2)c2ccccc2C(=O)O)cc1	-5	-5	19	-7	-6	-11	13	0	20	6	-5
COC(=O)c1cnn(-c2ccccc2)c1/C=N/NC(=S)Nc1ccc(Cl)cc1	nt	-24	14	5	-6	6	4	11	12	0	1
CCN(CC)CCN(C)Cc1ccc(Br)cc1	-7	-10	-3	0	-2	2	-2	15	7	-4	12
CS(=O)(=O)c1ccccc1-c1nnc(-c2ccc(Cl)cc2)o1	-32	-16	-87	-7	8	-22	-3	-25	-52	1	-11
O=C(NN=C1CCN(Cc2ccccc2)CC1)c1ccccc1	0	-12	-5	0	11	-11	-26	-17	5	-3	-39
Cc1nn(CCC#N)c(N)c1C1(O)C(=O)Nc2c(Cl)cc(Cl)cc21 (configuration not stated)	14	-6	6	16	-2	-3	-10	3	18	-1	16
COc1ccc2cc(C(=O)N(C)Cc3ccccc3)[nH]c2c1	-22	15	-52	4	2	-16	6	-27	-24	2	-14
COCCN(C(=O)C(=O)NC1CCCC1)C(C(=O)NC1CCCC1)c1ccccc1F (configuration not stated)	-6	7	11	-14	-2	-6	0	8	7	-2	28
O=C1C2C3C=CC(C4CC34)C2C(=O)N1c1cc(Cl)ccn1 (configuration not stated)	-8	-10	24	-3	7	4	-7	11	7	-3	-24
Cc1nnc(SCC(=O)N(CCC#N)c2ccc3c(c2)OCCO3)s1	-4	5	10	-13	-1	-4	4	-2	-8	3	-17
CCOC(=O)c1cc(NC(=O)c2ccco2)ccc1N1CCOCC1	4	16	11	14	-2	-13	14	-19	15	2	8
CCc1nnc(NC(=O)c2ccc(COc3ccccc3Cl)o2)s1	4	-7	11	1	8	9	-12	5	-9	0	-1
N#Cc1c(N2CCSCC2)nsc1-c1ccccc1Cl	-2	-26	-151	-6	-5	-36	-1	-25	-54	nt	-47
O=C1CCCN1CCC1CCN(C2CC(=O)N(c3ccc(F)cc3)C2=O)CC1 (configuration not stated)	10	8	1	-25	9	51	16	1	10	0	8
COCc1cc(C)nc(N2CCN(Cc3ccccc3)CC2)c1C#N	-5	5	10	-14	10	16	0	-4	4	2	-15
CN1CCN(S(=O)(=O)c2cccc(C(=O)NCCC3=CCCCC3)c2)CC1	9	6	-10	13	0	5	7	-15	-1	-5	-3
CC(=O)Nc1ccc(NC(=O)CSc2ccc(-c3ccco3)nn2)cc1	0	-4	-20	-14	4	5	-3	1	-19	2	-14
Cc1cc2c3c([nH]c2cc1S(=O)(=O)NCc1ccc(CN2CCCCCC2)o1)CCCC3=O	1	17	8	-19	0	-3	-5	4	5	-2	-3
CCN(C(=O)CSc1nnc(-c2ccccc2F)n1N)c1c(N)n(Cc2ccccc2)c(=O)[nH]c1=O	9	0	3	-13	-5	-2	-11	5	-1	nt	20
CC1(C)CCCC(C)(C)N1CC(O)COCCOc1ccc(Br)cc1 (configuration not stated)	-8	5	10	-1	-6	-4	3	-11	3	-2	18
O=C(Nc1ccccn1)c1ccc([N+](=O)[O-])cc1Cl	3	-7	-76	20	-7	-19	7	-14	-61	1	-21
COc1ccccc1-n1cn[nH]c1=S	-6	-12	1	-10	-1	2	5	0	0	1	-12
CN1CCC(N(C)C(=S)Nc2ccc(SC(F)F)cc2)CC1	-17	14	-1	10	-6	14	18	-10	-11	3	-19
O=C(CN(c1ccc(F)cc1)S(=O)(=O)c1ccc2c(c1)OCCO2)NCc1ccncc1	3	-1	18	1	-13	5	15	-10	16	1	16
CCC(C)NC(=O)N[C@@H](CCSC)C(=O)O (some centres not stated)	-1	10	4	12	11	-23	-8	2	5	5	-12
Next compounds
SMILES	TRPM1 prom inh	TWEAK-Fn14 inh	HIF-2a block	C8 TRAIL sens	KKLEB tox	Shn3 3UTR inh	CF NFkB inh	TROY signal inh	Peg3 prom inh	NR2E3 ag-1	NR2E3 ag-2
O=C(NCC1CCCCC1)c1cccc(-c2ccc(O)cc2)c1	16	14	-13	-14	4	18	-5	-5	-27	2	-10
O=C(c1cccc(S(=O)(=O)N2CCCc3ccccc32)c1)N1CCN(c2ccccc2)CC1	4	5	13	9	-7	3	14	-1	39	nt	28
COC(=O)c1ccc(S(=O)(=O)c2ccc(Cl)cc2)c(N)c1	10	23	6	17	3	19	8	23	1	-5	-1
C=CC[C@H]1C(C(=O)OCC)=CC[C@@H](c2ccccc2)N1S(=O)(=O)c1ccc(C)cc1	nt	-7	3	-4	-38	29	36	5	29	nt	-16
CCc1ccc(-n2c(SCC(=O)Nc3cc(C)[nH]n3)nc3[nH]ncc3c2=O)cc1	7	98*	1	-4	7	12	0	nt	20	0	3
CC(=O)c1sc(Nc2ccccc2)nc1C	nt	-22	-141	-9	8	-12	-18	-24	-68	nt	-13
Cc1ccc(CCNS(=O)(=O)c2cc(Br)cnc2N)cc1	-6	-11	-1	16	-7	-9	16	5	14	5	-30
Cc1ccn2c(=O)nc(SCC(=O)c3ccc(Cl)cc3)nc2c1	-14	0	-80	11	-12	-17	16	-28	-103	4	-37
COCCNc1nnc(Cc2ccc(OC)c(OC)c2)c(=O)[nH]1	2	3	11	-22	-3	-5	-3	5	-8	0	6
CCOc1ccccc1NC(=O)CSc1nnnn1-c1ccccc1	-3	6	16	-16	-20	35	20	-21	6	2	-24
COc1cccc(C(=O)OCCCOC(=O)c2cccc(OC)c2OC)c1OC	5	-21	4	-9	-8	4	-12	-10	12	2	-6
CCC1(CC)NC(=O)N(CC(=O)OCC(=O)Nc2cc(OC)ccc2OC)C1=O	7	-7	1	28	-10	-3	-15	1	7	4	-10
CCc1ccc(CCC(=O)Nc2nccs2)o1	-31	-12	-96	-17	15	-20	3	-22	-77	-3	-30
N#CC1=C(N)C2=CCCC[C@H]2[C@H](c2ccccc2)C1(C#N)C#N	-8	0	14	-7	4	12	1	3	-1	0	-24
COCCCNC(=O)Cn1cc(C(C)=O)c2ccccc21	6	-15	6	-8	4	15	-9	2	3	2	3
Cc1ccc(S(=O)(=O)C(C)C(=O)NCCS(=O)(=O)c2ccc(Cl)cc2)cc1 (configuration not stated)	-6	-16	13	-2	-7	8	6	15	6	3	4
Cn1c(CC(=O)Nc2ccc(Cl)cc2)nnc1SCC(=O)N1CCOCC1	-6	12	-4	-4	14	-7	-19	13	-11	0	-17
COc1ccc(CC(=O)Nc2c3c(nn2C(C)(C)C)CS(=O)(=O)C3)cc1	-17	-14	24	9	2	13	-20	-12	13	-2	-2

One compound at a time, as listed above:
CCc1ccc(CCC(=O)Nc2nccs2)o1 across the screens: TRPM1 prom inh: -31; TWEAK-Fn14 inh: -12; HIF-2a block: -96; C8 TRAIL sens: -17; KKLEB tox: 15; Shn3 3UTR inh: -20; CF NFkB inh: 3; TROY signal inh: -22; Peg3 prom inh: -77; NR2E3 ag-1: -3; NR2E3 ag-2: -30
COCCCNC(=O)Cn1cc(C(C)=O)c2ccccc21 across the screens: TRPM1 prom inh: 6; TWEAK-Fn14 inh: -15; HIF-2a block: 6; C8 TRAIL sens: -8; KKLEB tox: 4; Shn3 3UTR inh: 15; CF NFkB inh: -9; TROY signal inh: 2; Peg3 prom inh: 3; NR2E3 ag-1: 2; NR2E3 ag-2: 3
